HSF1 inh: HSF1 inhibitors in luciferase reporter cells, primary screen, cell-based, NIH3T3, luminescence; NIH3T3-HGL HSE-luciferase, MG132-induced, luminescence 8 h; active compounds read low; activity change, negative = inhibition, % at 7.5 µM (by protocol); hit rate 0.77% among 300,000;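 active = more than half of replicate wells show activity change below -50%, luminescence cut by over half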;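 also: luciferase reports HSF-1 transcriptional activity via heat shock element; 0% = median of DMSO wells and -100% = zero luminescence signal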
aSyn UTR inh: MLPCN primary screen, SNCA 5' untranslated region. hit rate 0.82% among 300,000. inhibition, % (tested at 7.5 µM). AID 1813, 2009. alpha-synuclein 5'UTR reporter, inhibitor activity; in the data active = inhibition above about 60%;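 also: H4 neuroglioblastoma cells stably carrying SNCA 5'UTR luciferase fusion; 0% = DMSO wells and 100% = positive control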
HSF-1 act: HSF-1 activators, primary screen, NIH3T3-HGL cells, MG132 stress, luminescence, single point; NIH3T3-HGL HSF-1 luciferase reporter, 8 h; 100% = twice DMSO control signal; AID 504408, 2011; activation, % at 9 µM; hit rate 1.7% among 300,000;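 active = mean replicate activation of at least 50% with a set share of replicates each reaching 50%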;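 also: 0% = median of the neutral control wells and 100% = twice that signal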
AI-2 QS modul: Vibrio harveyi AI-2 quorum sensing modulators, primary screen, JMH597 strain, luminescence/OD600 ratio | Vibrio harveyi JMH597 AI-2 luminescence/OD600 ratio, 9 h; active compounds read low; strain lacks LuxN and CqsS sensors; 0 = neutral-control median | activity change, % at 7.5 µM | hit rate 0.4% among 300,000; in the data active = activity change below about -75%, passing the limit was not always enough;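 also: luminescence divided by OD600 gain over 9 h not by final OD600 alone; inactives centre near 13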
GSK3beta inhib: human GSK3beta kinase inhibitors, primary screen, biochemical, cell-free homogeneous, HTS. Glycogen synthase kinase-3 beta (Homo sapiens), P49841. GST-GSK3beta kinase, ADP-Glo luminescence, 60 min; active compounds read low. activity score (negative = inhibition), % at 10 µM. hit rate 0.038% among 300,000. AID 2097, 2009;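 active = more than half of replicate wells score below -50%, meaning over 50% inhibition versus plate controls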;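 also: 0% = median DMSO wells and -100% = median GW8510 positive control wells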
Target sequence (P49841 whole entry, looked up): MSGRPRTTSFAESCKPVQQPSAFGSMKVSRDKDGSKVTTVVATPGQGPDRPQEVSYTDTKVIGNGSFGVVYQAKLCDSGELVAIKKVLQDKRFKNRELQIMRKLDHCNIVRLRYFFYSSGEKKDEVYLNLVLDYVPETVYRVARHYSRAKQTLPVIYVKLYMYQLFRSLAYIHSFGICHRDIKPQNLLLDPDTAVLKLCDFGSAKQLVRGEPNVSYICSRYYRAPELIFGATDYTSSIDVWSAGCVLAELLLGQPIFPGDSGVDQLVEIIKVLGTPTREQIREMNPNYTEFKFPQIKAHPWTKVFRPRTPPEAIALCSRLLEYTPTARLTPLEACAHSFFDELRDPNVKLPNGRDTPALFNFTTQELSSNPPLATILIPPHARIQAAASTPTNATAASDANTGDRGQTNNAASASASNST
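Test system – GST-tagged human GSK3beta kinase, cell-free · Incubation – 60 min enzyme reaction, room temperature · Signal – ADP-Glo luminescence · Also added – peptide substrate and ATP at 25 µM · Controls – DMSO neutral wells and GW8510 at 20 µM as positive · Buffer or medium – Tris/MgCl2 kinase buffer · Measure – Luminescence-derived activity versus plate DMSO and GW8510 wells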
IEC-6 tox: cytotoxicity in IEC-6 intestinal epithelial cells, primary screen, cytotoxicity control for KLF5 inhibitor project, cell-based, luminescence; hit rate 0.78% among 290,000; IEC-6 cytotoxicity, luminescence viability; AID 1825, 2009; inhibition, % at 5 µM; in the data active = inhibition above about 22%;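 also: 0% = plate median of test compound wells and 100% = cytotoxic reference compound wells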
HSP90 inh: HSP90 inhibitors, primary screen, cell lysate, luminescence; Rabbit reticulocyte lysate, luciferase refolding luminescence, 3 h; inhibition, % at 5.6 µM; Heat shock protein HSP 90 (rabbit reticulocyte lysate; luciferase refolding); hit rate 0.91% among 290,000;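 active = inhibition above the screen-wide mean plus 3 SD, computed separately per campaign, cut at about 16% in these data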;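 also: 0% = DMSO wells and 100% = 60 µM geldanamycin wells; inhibitors lower the luminescence because luciferase stays unfolded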
GSK3A inh: blockers of GSK3A enzyme activity – biochemical, luminescence, cell-free homogeneous, HTS, primary screen; Glycogen synthase kinase-3 alpha (Homo sapiens), P49840; GSK-3 alpha kinase, ADP-Glo luminescence, 60 min; inhibition, % at 10 µM; hit rate 0.1% among 320,000;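 in the data active = inhibition above about 50%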;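 also: GST-tagged GSK-3 alpha with peptide substrate and 25 µM ATP; 0% = DMSO neutral wells and 100% = GW8510 positive control wells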
Target sequence (P49840 whole entry, looked up): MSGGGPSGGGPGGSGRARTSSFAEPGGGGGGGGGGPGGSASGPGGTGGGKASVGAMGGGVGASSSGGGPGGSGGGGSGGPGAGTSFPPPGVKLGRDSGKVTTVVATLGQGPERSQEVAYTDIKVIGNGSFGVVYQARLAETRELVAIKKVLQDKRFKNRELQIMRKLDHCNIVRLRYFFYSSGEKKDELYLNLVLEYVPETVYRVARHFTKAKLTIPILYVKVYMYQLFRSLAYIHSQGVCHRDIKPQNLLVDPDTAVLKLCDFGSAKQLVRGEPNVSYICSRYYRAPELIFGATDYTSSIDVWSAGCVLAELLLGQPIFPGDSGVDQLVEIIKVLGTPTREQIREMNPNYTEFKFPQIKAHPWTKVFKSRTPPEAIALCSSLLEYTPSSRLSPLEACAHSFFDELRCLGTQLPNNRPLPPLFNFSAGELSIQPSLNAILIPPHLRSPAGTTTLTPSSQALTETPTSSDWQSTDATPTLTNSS
HIF activator: HIF pathway transcriptional activators, primary screen, cell-based, U2OS HRE-luciferase, luminescence. U2OS HRE-luciferase reporter; normalized: DMSO 0%, desferrioxamine 100%. activation, % at 7.5 µM (by protocol). hit rate 0.32% among 300,000. AID 1910, 2009;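 active = mean activation of at least 10% of the iron chelator positive control signal, with at least half of replicates also reaching 10%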
KLF5 inh: KLF5 expression inhibitors, primary screen, DLD-1 cells, luminescence | DLD-1 KLF5 promoter-luciferase reporter | inhibition, % at 5 µM | hit rate 0.23% among 290,000;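 active = inhibition above a per-plate limit of that plate's mean compound inhibition plus 3 SD, cut at about 60% in these data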;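 also: 0% = DMSO wells and 100% = LY294002 at 200 µM; higher means less KLF5 promoter-driven luciferase light; inactives centre near -14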
An asterisk follows results filed as active; / = no result given. No enrichment for hits; 4.7% or so of the library scored in one or more.

SMILES	HSF1 inh	aSyn UTR inh	HSF-1 act	AI-2 QS modul	GSK3beta inhib	IEC-6 tox	HSP90 inh	GSK3A inh	HIF activator	KLF5 inh
CN(c1ccccc1)S(=O)(=O)c1cccc(C(=O)N2CCN(c3ccccn3)CC2)c1	1	-1	18	-3	4	2	-5	-3	0.0	-47
O=C1CCC/C(=N\NC(=O)c2ccc(NS(=O)(=O)c3ccc(Br)cc3)cc2)C1	-2	11	-4	36	1	4	-7	-3	-0.5	-17
Cc1ccc2c(c1)C(=O)CCCCC(=O)N2	-3	12	-2	19	1	5	2	-3	0.0	9
Cc1nn(Cc2ccc(Cl)cc2)c(Cl)c1/C=N/NC(=O)CNc1ccccc1F	10	-26	20	23	-3	3	3	-1	0.1	-8
COc1ccc(CC(=O)NCC(=O)NC(Cc2ccccc2)C(=O)O)cc1 (centres undefined)	-11	1	-12	0	-4	-2	0	-1	1.3	-34
CCOc1ccc(C2CC(c3cccc(C)c3)n3nc(N)nc3N2)cc1 (centres undefined)	-6	22	-18	6	7	-4	-5	0	-0.2	-3
CC(=O)C1=C(O)C(=O)N(CCc2c[nH]c3ccccc23)C1c1ccccc1 (centres undefined)	-6	6	3	7	0	8	7	-1	-0.3	-15
Cc1ccc2oc(=O)c3cnn(CC(=O)N4CCCCC4C)c3c2c1 (centres undefined)	-2	6	-12	34	1	2	-3	19	-0.3	2
CCOc1ccc2nc(Cl)sc2c1	-4	4	1	6	2	0	-1	-1	0.7	4
O=c1[nH]c(CS(=O)(=O)c2ccccc2)nc2ccccc12	2	-5	-5	26	2	-1	2	0	-0.3	-1
Cc1ccc(NC(=O)c2ccc3nsnc3c2)c(C)c1	13	-102	11	25	-2	9	-1	-2	1.9	-60
CCCn1nc(C(=O)NC2CCCc3ccccc32)c2ccccc2c1=O (centres undefined)	8	3	7	7	-4	0	-1	/	2.3	-5
C=CCNC(=S)NCc1ccc(CNC(=S)NCC=C)cc1	-7	-35	3	16	3	1	2	-2	0.1	-4
Nc1c(C(=O)NCCN2CCOCC2)c2nc3ccccc3nc2n1-c1ccccc1	-6	-20	-6	15	4	8	9	14	0.0	7
COC(C[C@@H](O)C[C@@H](O)COCc1ccccc1)OC	-3	4	-2	9	0	/	/	/	-0.1	/
Cc1ccc(C)c(NC(=O)CN(C)C(=O)C2CCN(S(=O)(=O)c3ccc4c(c3)OCCO4)CC2)c1	-9	-8	-13	30	3	/	/	2	0.4	/
Cc1cccnc1NC(=S)NC(=O)c1oc2ccccc2c1C	14	-226	3	21	2	-7	-5	-1	2.0	-144
O=C(N/N=C/c1ccccc1)c1cc[n+]([O-])cc1	-6	8	13	12	3	3	2	-1	0.3	-19
c1ccc(-c2csc(NNC3=NCCCCC3)n2)cc1	1	-72	14	14	-2	6	-1	-1	3.5	-31
O=[N+]([O-])c1ccc(Cl)c(-c2ccc(/C=N/n3cnnc3)o2)c1	-7	-12	1	16	6	-3	1	-1	0.9	-30
Cc1ccc([N+](=O)[O-])cc1S(=O)(=O)NCCc1c(C)[nH]c2c(C)cccc12	1	-11	13	14	3	-6	-5	0	-0.3	-2
Cc1cccc(N(C(=O)c2sc(C)nc2C)C(C(=O)NCC2CCCO2)c2ccccc2)c1 (centres undefined)	6	-2	5	27	0	-5	1	-4	-0.1	-21
O=C(COC(=O)c1c(F)cccc1Cl)NC1CCCC1	-1	-78	20	/	/	-2	0	0	1.0	-33
Cc1ccc(/C=N/N=C/c2ccc(C)s2)s1	36	-199	78*	21	0	5	1	-1	2.6	-106
Cc1cccc(N(C(=O)c2csnn2)C(C(=O)NC(C)(C)C)c2cccnc2)c1 (centres undefined)	5	-52	34	21	-1	-5	-2	-1	-0.1	-3
O=C1NN(c2ccccc2)C(=O)/C1=C\c1ccccc1OCC(=O)N1CCOCC1	-6	10	-3	16	0	-5	0	5	-0.1	-22
Cc1ccc(NC2=C(Cl)C(=O)N(C3CCCCC3)C2=O)cc1	1	-124	6	21	5	-10	-2	0	-0.1	-14
COc1ccc(N2C(=O)CC(N3CCN(C4CCc5ccccc5C4)CC3)C2=O)cc1 (centres undefined)	-3	25	-3	10	4	0	3	5	-0.7	-29
CCOC(=O)N1CCN(C(=O)CSc2nc3c([nH]c4ccccc43)c(=O)n2CCOC)CC1	-4	14	-10	13	-3	-1	0	-1	-0.1	-6
CC(=O)c1sc(NCCOc2ccc(C)cc2)nc1C	15	-38	23	10	2	-4	3	/	0.6	-33

Compound profiles, as listed above. Order of values: HSF1 inh	aSyn UTR inh	HSF-1 act	AI-2 QS modul	GSK3beta inhib	IEC-6 tox	HSP90 inh	GSK3A inh	HIF activator	KLF5 inh
COc1ccc(N2C(=O)CC(N3CCN(C4CCc5ccccc5C4)CC3)C2=O)cc1 (centres undefined) in the list: -3	25	-3	10	4	0	3	5	-0.7	-29
Cc1cccnc1NC(=S)NC(=O)c1oc2ccccc2c1C in the list: 14	-226	3	21	2	-7	-5	-1	2.0	-144

(list continues)
SMILES	HSF1 inh	aSyn UTR inh	HSF-1 act	AI-2 QS modul	GSK3beta inhib	IEC-6 tox	HSP90 inh	GSK3A inh	HIF activator	KLF5 inh
Cc1ccc(-c2c[n+](CC(=O)c3ccc(Br)cc3)c3n2CCCCC3)cc1	-6	19	-3	20	-6	3	6	1	0.3	-8
CC(C)(O)C#Cc1ccc(C(=O)NCc2ccccc2F)cc1	0	-66	16	4	-3	2	-4	0	0.0	-25
Cc1cc(NC(=O)CCC(=O)N(c2ccccc2)C(C(=O)NC2CCCC2)c2ccncc2)no1 (centres undefined)	0	10	-2	36	3	-3	-1	2	-14	6
Cc1ccccc1COc1ccc(/C=N/NC(=O)c2nnn(-c3nonc3N)c2CN2CCC(C)CC2)cc1	9	-78	4	18	-5	-7	1	-2	0.9	-54
Cc1ccc(OCc2cc(C(=O)NC3CCCCC3)no2)cn1	-4	-3	-2	7	-4	-3	-2	/	0.8	-28
O=C(CNC(=O)Cc1ccccc1)NCC(=O)N1CCN(C(c2ccccc2)c2ccccc2)CC1	-5	8	-4	-2	-3	5	-2	-4	0.2	-12
COc1cc(/C=N/Nc2nc(C)cc(=O)[nH]2)cc(OC)c1O	2	-4	-8	16	3	5	4	8	-20	-10
COCCNCC(=O)NC12CC3CC(CC(C3)C1)C2	3	6	3	15	-2	-1	-2	-1	-0.5	-22
CCOC(=O)Nc1sc(C(=O)N(CC)CC)c(C)c1C(=O)OCC	-10	26	9	22	1	2	-3	-3	0.2	-39
O=C1CN(C(=O)c2ccccc2[N+](=O)[O-])C(c2ccccc2)c2cc(Br)ccc2N1 (centres undefined)	6	4	14	5	-1	-14	-1	-3	-0.3	-29
O=[N+]([O-])c1cc(-c2nnc(Nc3ccc(O)cc3)c3ccccc23)ccc1N1CCOCC1	-10	18	12	33	0	2	-2	1	-0.2	-11
Cc1nn(CC(=O)N/N=C/c2cccs2)c(C)c1[N+](=O)[O-]	-6	12	5	19	-2	-1	2	1	-0.3	1
COc1ccc([N+](=O)[O-])cc1N(CC(O)CN1CCCCC1)S(=O)(=O)c1ccc(C)cc1 (centres undefined)	-1	3	-3	0	5	-1	-3	0	-0.4	-19
CC(C)(C)NC(=O)/C=C/c1ccc(C(F)(F)F)cc1	10	-7	12	10	0	4	-3	2	-0.1	8
CCN(c1ccccc1)S(=O)(=O)c1ccc(C(=O)Nc2nccs2)cc1	-7	-2	-16	22	-1	-11	-1	/	0.2	-28
CCN=C1S/C(=C/c2ccc(-c3ccc(Cl)cc3C(=O)O)o2)C(=O)N1CC	4	48	6	30	-1	-5	-2	43	-2.9	-4
CCOC(=O)c1c(N)sc(C(=O)N2CCCCC2)c1C	-2	17	-12	14	-4	6	-1	2	0.0	-18
CCOc1cc(C(=O)OCC(=O)N(C)c2ccccc2)cc(OCC)c1OCC	-1	6	2	10	-3	2	5	-2	0.7	-10
c1ccc(Oc2nc(NCc3ccco3)nc(NCc3ccco3)n2)cc1	-1	34	9	29	-2	-12	-4	-1	-0.2	-21
CCN(CC)C(=O)C12CC3CC(CC(Cl)(C3)C1)C2	4	1	4	29	-2	-2	-3	-1	-0.8	-31
CC(C)COc1ccc(-c2nnc(-c3ccncc3)o2)cc1	17	-57	19	7	-2	0	-3	1	1.1	-92
Cc1cc(C(=O)COC(=O)Cn2c(C(F)(F)F)nc3ccccc32)c(C)n1Cc1ccco1	13	-38	18	24	1	1	0	-2	-0.6	-11
Cc1ccc(OCC(=O)NNC(=O)C2CCN(c3nc(C)cc(C)n3)CC2)cc1	-4	-14	-13	26	4	1	7	4	0.3	2
Cc1nn(C)cc1NC(=O)CCSc1nc(-c2ccco2)cc(C(F)(F)F)n1	0	17	8	51	-1	2	0	-1	-1.5	-23

Exported comma-delimited: six of the compounds above.
compound,HSF1 inh,aSyn UTR inh,HSF-1 act,AI-2 QS modul,GSK3beta inhib,IEC-6 tox,HSP90 inh,GSK3A inh,HIF activator,KLF5 inh
Cc1cccc(N(C(=O)c2sc(C)nc2C)C(C(=O)NCC2CCCO2)c2ccccc2)c1 (centres undefined),6,-2,5,27,0,-5,1,-4,-0.1,-21
COC(C[C@@H](O)C[C@@H](O)COCc1ccccc1)OC,-3,4,-2,9,0,/,/,/,-0.1,/
O=C1NN(c2ccccc2)C(=O)/C1=C\c1ccccc1OCC(=O)N1CCOCC1,-6,10,-3,16,0,-5,0,5,-0.1,-22
O=C(COC(=O)c1c(F)cccc1Cl)NC1CCCC1,-1,-78,20,/,/,-2,0,0,1.0,-33
Cc1ccccc1COc1ccc(/C=N/NC(=O)c2nnn(-c3nonc3N)c2CN2CCC(C)CC2)cc1,9,-78,4,18,-5,-7,1,-2,0.9,-54
Cc1cccc(N(C(=O)c2csnn2)C(C(=O)NC(C)(C)C)c2cccnc2)c1 (centres undefined),5,-52,34,21,-1,-5,-2,-1,-0.1,-3
